Dynein transport: dynein cargo transport inhibition; 3617.4 mouse cells, GR-EGFP nuclear translocation imaging; test concentration mostly 20 µM; stimulated with dexamethasone, 1 µM; stronger effect = lower value; z-score, hits read low; 0.47% of 220,000 active;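 active means plate z-score of nuclear minus cytoplasmic receptor signal below a set negative limit, without overly bright fluorescence or cell loss, cut at about -3.5 in these data, passing the limit was not always enough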;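 further: z-score of nuclear minus cytoplasmic ring GR-EGFP intensity difference per well; some compounds called inactive have numbers as strong as hits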
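Medium: Induction medium lacking tetracycline, stripped serum | Probe or stimulus: 1.0 µM final dexamethasone stimulus | Schedule: 48 h induction, then 1 h compound, then 30 min agonist, 37 °C | Signal: Automated 10x imaging of fixed Hoechst-stained cells | Evaluation: Per-cell GR-EGFP intensity, nucleus versus surrounding cytoplasmic ring, well-averaged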
KOR beta-arrestin-1: kappa opioid receptor activators – cell-based, luminescence, uHTS, primary screen (AID 1777). 0.02% of 280,000 active. KOR beta-arrestin recruitment, luminescence; higher % means a stronger effect. activation, % at 10 µM; hits with a dose series show EC50 in µM; in the data active means activation above about 50%, passing the limit was not always enough; further: a part of the inactive calls stands beside numbers as strong as those of hits
M17LAP inhibition: P. falciparum M17LAP inhibitors, primary screen, biochemical, fluorogenic H-Leu-NHMec substrate, 1536-well (AID 1619) | recombinant M17LAP, H-Leu-NHMec fluorogenic kinetic assay; higher % means a stronger effect | inhibition, % at 30 µM; hits with a dose series show IC50 in µM | 0.38% of 220,000 active;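 active means compound inhibiting the enzyme by more than half at any dose during confirmatory dose-response retesting; inconclusive means strong single-dose inhibitors picked by rank but not retested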;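 further: plate controls were full reaction with DMSO carrier for no effect and no enzyme background for full effect; strong numbers were not always called active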
GPR55 activation: GPR55 agonists via beta-arrestin recruitment, primary screen, imaging, U2OS cells, beta-arrestin-GFP redistribution (AID 1961) | 0.048% of 290,000 active | activation, % at 10 µM; hits with a dose series show EC50 in µM | U2OS GPR55 beta-arrestin-GFP redistribution imaging; higher % means a stronger effect;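 active means activation above 40% with more than 50 cells counted in the well; inconclusive means wells holding fewer than 50 cells, flagged as toxic or sparse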;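 further: U2OS osteosarcoma cells stably expressing GPR55 and beta-arrestin-GFP; plate controls were DMSO negative control for no effect and LPI positive control for full effect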
NOD1 inhibition: inhibition of NOD1-driven NF-kB reporter – cell-based, luminescence, uHTS, primary screen (AID 1578); NOD1-driven NF-kB luciferase reporter cells, luminescence; higher % means a stronger effect; one-dose inhibition, % at 4 µM; EC50 in µM for titrated hits; 1% of 290,000 active; in the data active means inhibition mostly above about 36%, no sharp cut-off; inactive means mostly below about 34%;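 further: HEK-293T reporter cells stimulated with the NOD1 agonist gamma-tri-DAP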
P. falciparum M1AAP: malaria alanyl aminopeptidase activity blockers – biochemical, fluorogenic H-Leu-NHMec substrate, 1536-well (AID 1445) | recombinant M1AAP, H-Leu-NHMec fluorogenic kinetic assay; higher % means a stronger effect | one-dose inhibition, % at 30 µM; IC50 in µM for titrated hits | 0.42% of 220,000 active;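 active means primary inhibition above the hit cutoff, then over 50% inhibition at one or more dose response concentrations, cut at about 23% in these data, passing the limit was not always enough; inconclusive means conflicting primary data, or primary hits not chosen for dose response; inactive means low primary inhibition, or under 50% at every dose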;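 further: plate controls were DMSO full reaction for no effect and no enzyme background for full effect; strong numbers were not always called active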
AID2073: disruptors of CaV2.2 binding to Mint1 – biochemical, HTRF (AID 2073) | HTRF protein-protein interaction, Mint1-CaV2.2; higher % means a stronger effect | inhibition, % at 20 µM; hits with a dose series show IC50 in µM | 0.19% of 290,000 active; in the data active means inhibition mostly above about 51%, no sharp cut-off; inconclusive means no clear call, values can overlap the other calls; inactive means mostly below about 53%; further: some results filed as inactive read as strong as hits
NOD2 inhibition: inhibition of NOD2-driven NF-kB reporter – cell-based, luminescence, uHTS, HEK293 (AID 1566). HEK293 NOD2/NF-kB luciferase reporter, luminescence; higher % means a stronger effect. inhibition, % at 4 µM; hits with a dose series show EC50 in µM. 0.63% of 290,000 active; further: many of its hits are not listed in these tables
KOR beta-arrestin-2: KOR antagonists, beta-arrestin recruitment, cell-based, luminescence, uHTS (AID 1778); 0.091% of 290,000 active; KOR beta-arrestin recruitment, luminescence, antagonist mode; higher % means a stronger effect; one-dose inhibition, % at 10 µM; IC50 in µM for titrated hits; further: strong numbers were not always called active
Dynein transport cytoplasmic EGFP: second read-out of Dynein transport, no call of its own (marks repeat the call); z-score; measured here: cytoplasmic GR-EGFP intensity; stronger effect = higher value
Dynein transport nuclear GR-EGFP: second read-out of Dynein transport, no call of its own (marks repeat the call); z-score; measured here: nuclear GR-EGFP intensity;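 lower value marks the stronger effect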
Dynein transport cell count: also measured in Dynein transport; calls as there; z-score; measured here: cell count per field
Starred values were filed as active, the others as inactive; ? = inconclusive; . = no result given; [ ] = another dose, or the depositor's remark. Unless noted, no stated cut-off is given here; in the data, active means inhibition above about 50%; inactive means the rest. Some of the compounds tested. The share of hits here may be higher or lower than overall.

SMILES	Dynein transport	Dynein transport cytoplasmic EGFP	Dynein transport nuclear GR-EGFP	Dynein transport cell count	KOR beta-arrestin-1	M17LAP inhibition	GPR55 activation	NOD1 inhibition	P. falciparum M1AAP	AID2073	NOD2 inhibition	KOR beta-arrestin-2
Cc1ccc(CNC(=O)c2ccc(NC3=NC4CS(=O)(=O)CC4S3)cc2)cc1 (stereo not drawn)	.	.	.	.	-1.4%	.	-0.1%	11%	.	-6%	15%	0%[20 µM]
COC(=O)c1ccc(NC(=O)C2CCCN2C(=O)Nc2cccc(C(C)=O)c2)cc1 (stereo not drawn)	.	.	.	.	-0.9%	.	-0.1%	-2%	.	3%	-8%	-24%
COc1ccc(NC(=O)CCN2CCN(Cc3ccccc3)CC2)c(OC)c1	.	.	.	.	-4.3%	.	-0.3%	26%	.	5%	-8%	-36%[20 µM]
O=C(Cn1[nH]c(=O)c2ccccc2c1=O)Nc1ccc2c(c1)CCC2	-0.14	-0.17	0.32	-0.3	-0.7%	1%	0.2%	-14%	1%	-3%	3%	-14%
CC(C)CC(NC(=O)c1ccccc1)C(=O)OCC(=O)Nc1ccc(S(N)(=O)=O)cc1 (stereo not drawn)	1.5	-0.15	1.4	-0.93	.	.	0.2%	-24%	.	34%	-3%	7%[20 µM]
Cc1nc(-c2cccs2)sc1C(=O)O	1.8	-0.8	1.2	-0.85	-1.7%	-22%	-0.1%	1%	-6%	4%	-24%	35%
O=C(CCn1nc(-c2ccccc2)c2ccccc2c1=O)Nc1cccnc1	-0.86	-0.32	-0.019	2.7	.	.	-0.1%	-28%	.	1%	18%	-5%[20 µM]
Nc1sc2c([n+]1CCCS(=O)(=O)[O-])CCCC2	-0.31	-0.37	-0.25	1.1	0.3%	-5%	0.2%	-21%	-1%	-7%	18%	-4%
CCN(CC)C(=O)c1c(NC(=O)c2ccccc2)sc(C)c1C	-0.54	-0.048	-0.012	0.084	-9.2%	11%	-0.1%	-11%	13%	-7%	6%	2%
O=C(O)CCn1ccc2cc(S(=O)(=O)N3CCCCCC3)ccc21	.	.	.	.	7.1%	.	-0.1%	7%	.	17%	20%	-49%
O=C(c1cnn2c(C(F)F)cc(-c3ccccc3)nc12)N1CCCc2ccccc21	0.79	0.00023	0.69	-0.07	-2.2%	-2%	0.2%	11%	1%	-3%	-12%	-12%
CCCCCCNC(=O)CCc1nc2cccnc2n1Cc1ccc(OC)cc1	.	.	.	.	-2.2%	.	-0.2%	-10%	.	2%	11%	-14%
O=C(N/N=C/c1cccnc1)c1ccc2c(c1)OCO2	.	.	.	.	-3.1%	.	-0.1%	14%	.	5%	-15%	16%
COc1ccc(N(C(=O)CNC(=O)c2ccco2)C(C(=O)NCC2CCCO2)c2ccccc2)cc1OC (stereo not drawn)	.	.	.	.	-1.4%	.	-0.2%	-28%	.	-12%	-11%	-36%
Cc1nn(C)c(=O)n1-c1ccc(OCc2ccccc2)cc1	.	.	.	.	-1.1%	4%	-0.1%	-31%	8%	-3%	-13%	-13%
O=C(CC1C(=O)NCCN1Cc1cccc(C(F)(F)F)c1)NC1CCCCCC1 (stereo not drawn)	.	.	.	.	-1.7%	.	0.0%	-20%	.	1%	8%	16%
CCc1nnc(NC(=O)Cc2sc(C)nc2-c2ccc(C)cc2)s1	-1.4	-0.26	-0.14	1.5	-0.9%	-4%	0.0%	-33%	-2%	12%	29%	10%
CC(C)C(NC(=O)OC(C)(C)C)C(=O)NC(CCC(=O)OCc1ccccc1)C(N)=O (stereo not drawn)	0.86	-0.35	0.029	0.38	-5.8%	13%	0.3%	-14%	0%	45%	17%	6%[20 µM]
COC(=O)c1ccc(NC(=O)N2CCOCC2)cc1	2.5	-0.16	1.3	-1.9	-4.2%	-2%	-0.1%	-4%	-3%	6%	1%	8%
CCOc1ccc(NC(=O)CS(=O)(=O)c2cn(CC)c3ccccc23)cc1	-0.43	-0.26	-0.24	0.77	-5.4%	3%	0.3%	6%	-2%	3%	10%	8%
O=C(COC(=O)CCc1nc2ccccc2c(=O)[nH]1)NCc1ccc(F)cc1	-0.4	-0.19	0.55	-0.095	0.4%	9%	-1.9%	-9%	4%	2%	8%	23%
Cc1ccc(-n2c(SCC(=O)OC(C)C)nnc2-c2cnccn2)cc1	-0.29	-0.14	0.13	0.42	0.3%	9%	-0.2%	2%	-5%	5%	7%	-7%
CCOc1ccc(CCNC(=O)CN2CCN(Cc3ccc(F)cc3)C2=O)cc1OCC	-0.51	-0.11	0.035	0.46	-4.9%	4%	-0.2%	12%	-9%	-3%	9%	-3%
C=CCN(c1ccccc1)S(=O)(=O)c1cc(C(=O)NC2=NCCS2)ccc1Cl	-0.15	-0.36	-0.37	1.1	-2.5%	0%	0.1%	-35%	-1%	-3%	-2%	12%
COc1ccc(C(=O)NCc2nnc(SCC(=O)c3ccccc3)n2C)cc1	-0.03	-0.27	0.58	-0.38	-0.8%	3%	-0.1%	-27%	14%	-3%	1%	-35%[20 µM]

Profiles as entered above. Values in the order: Dynein transport, Dynein transport cytoplasmic EGFP, Dynein transport nuclear GR-EGFP, Dynein transport cell count, KOR beta-arrestin-1, M17LAP inhibition, GPR55 activation, NOD1 inhibition, P. falciparum M1AAP, AID2073, NOD2 inhibition, KOR beta-arrestin-2
`COc1ccc(N(C(=O)CNC(=O)c2ccco2)C(C(=O)NCC2CCCO2)c2ccccc2)cc1OC` (stereo not drawn) across the screens: ., ., ., ., -1.4%, ., -0.2%, -28%, ., -12%, -11%, -36%
`CCOc1ccc(CCNC(=O)CN2CCN(Cc3ccc(F)cc3)C2=O)cc1OCC` across the screens: -0.51, -0.11, 0.035, 0.46, -4.9%, 4%, -0.2%, 12%, -9%, -3%, 9%, -3%
`Cc1ccc(CNC(=O)c2ccc(NC3=NC4CS(=O)(=O)CC4S3)cc2)cc1` (stereo not drawn) across the screens: ., ., ., ., -1.4%, ., -0.1%, 11%, ., -6%, 15%, 0%[20 µM]
`O=C(COC(=O)CCc1nc2ccccc2c(=O)[nH]1)NCc1ccc(F)cc1` across the screens: -0.4, -0.19, 0.55, -0.095, 0.4%, 9%, -1.9%, -9%, 4%, 2%, 8%, 23%

Remaining list, next part
SMILES	Dynein transport	Dynein transport cytoplasmic EGFP	Dynein transport nuclear GR-EGFP	Dynein transport cell count	KOR beta-arrestin-1	M17LAP inhibition	GPR55 activation	NOD1 inhibition	P. falciparum M1AAP	AID2073	NOD2 inhibition	KOR beta-arrestin-2
O=C(NCc1cccs1)C(=O)NCC1OCCCN1S(=O)(=O)c1ccc(F)cc1 (stereo not drawn)	-0.25	-0.3	-0.48	0.41	7.5%	16%	0.2%	-22%	3%	3%	-2%	-36%
Cc1cc(C)n(-c2nc3ccccc3[nH]c2=O)n1	0.49	-0.24	0.62	1.3	4.3%	-14%	0.7%	-35%	7%	6%	6%	2%
O=C(CSc1nncn1-c1ccccc1)Nc1ccccc1	.	.	.	.	0.4%	.	0.4%	2%	.	-3%	16%	-13%
O=C(CSc1nc2c(sc3ccccc32)c(=O)n1CCCN1CCOCC1)NCC1CCCO1 (stereo not drawn)	-0.36	-0.32	-0.092	0.72	-4.5%	0%	-0.2%	-36%	1%	4%	14%	-4%
Oc1ccc(Cl)cc1-c1cc(-c2cccc(Br)c2)n[nH]1	-0.26	-0.2	-0.13	0.3	.	3%	-0.2%	31%	2%	10%	-30%	4%
O=C(O)CCN1C(=O)/C(=C/c2ccc(-c3nc4ccccc4s3)o2)SC1=S	-0.38	0.32	0.35	-0.37	1.1%	0%	0.0%	-6%	-3%	-12%	-13%	-3%
NS(=O)(=O)c1ccc(N/N=C/c2ccc(O)c(O)c2O)c([N+](=O)[O-])c1	0.12	-0.26	-0.0089	-0.34	-4.4%	13%	-0.1%	8%	14%	?	9%	8%
CC(=O)NC(Cc1cccc(F)c1)C(=O)NC1CCN(C(=O)c2cccc(C)c2)CC1 (stereo not drawn)	0.71	-0.096	0.6	-1.5	.	3%	0.6%	-19%	-4%	8%	14%	-2%[20 µM]
Cc1ccc(NC(=O)CCNS(=O)(=O)c2cc(Br)cnc2N)c(Cl)c1	-0.67	-0.23	0.45	0.28	-1.0%	-9%	0.8%	-28%	6%	-10%	13%	5%

Reprinted at random: 3 records from the list.
SMILES	Dynein transport	Dynein transport cytoplasmic EGFP	Dynein transport nuclear GR-EGFP	Dynein transport cell count	KOR beta-arrestin-1	M17LAP inhibition	GPR55 activation	NOD1 inhibition	P. falciparum M1AAP	AID2073	NOD2 inhibition	KOR beta-arrestin-2
NS(=O)(=O)c1ccc(N/N=C/c2ccc(O)c(O)c2O)c([N+](=O)[O-])c1	0.12	-0.26	-0.0089	-0.34	-4.4%	13%	-0.1%	8%	14%	?	9%	8%
O=C(NCc1cccs1)C(=O)NCC1OCCCN1S(=O)(=O)c1ccc(F)cc1 (stereo not drawn)	-0.25	-0.3	-0.48	0.41	7.5%	16%	0.2%	-22%	3%	3%	-2%	-36%
Cc1cc(C)n(-c2nc3ccccc3[nH]c2=O)n1	0.49	-0.24	0.62	1.3	4.3%	-14%	0.7%	-35%	7%	6%	6%	2%

Screens from PubChem.
